# Bioassay records deposited in PubChem BioAssay by National Center for Advancing Translational Sciences (NCATS).
# RORg inh: inhibitors of mouse ROR gamma transcriptional activity; P51450; Drosophila S2 Gal4-RORgamma UAS-luciferase reporter, 20 h; Potency, µM (highest dose often 53.6 µM), for inactives: at the top dose activity change, negative = inhibition, hits mostly inhibitors; hit rate 5.4% among 310,000; AID 2551; further: potency means the concentration at half of the fitted maximal effect; on the % scale 0 is the no-effect control and ±100 the full control effect; nearly all actives have a fitted effect of over 60% in size
#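 Read-out: Photinus luciferase luminescence; inhibitors lower reporter signal. Insect Schneider cells with Gal4-ROR gamma fusion under metallothionein promoter, UAS reporter; 700 uM final copper sulfate induction, 20 hr, ambient temperature.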
# Tb PFK inh: inhibitors of T. brucei phosphofructokinase. O15648. hit rate 0.17% among 330,000. AID 485367. T. brucei PFK, ADP-Glo luminescence. Potency, µM (highest dose often 57.5 µM), for inactives: at the highest dose activity, negative = inhibition, most hits filed as inhibitors;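 further: potency means the concentration at half of the fitted maximal effect; 0% = uninhibited 1x PFK enzyme wells and -100% = no-enzyme wells; nearly all actives have a fitted effect of over 60% in size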
# Target sequence (O15648 whole entry, looked up): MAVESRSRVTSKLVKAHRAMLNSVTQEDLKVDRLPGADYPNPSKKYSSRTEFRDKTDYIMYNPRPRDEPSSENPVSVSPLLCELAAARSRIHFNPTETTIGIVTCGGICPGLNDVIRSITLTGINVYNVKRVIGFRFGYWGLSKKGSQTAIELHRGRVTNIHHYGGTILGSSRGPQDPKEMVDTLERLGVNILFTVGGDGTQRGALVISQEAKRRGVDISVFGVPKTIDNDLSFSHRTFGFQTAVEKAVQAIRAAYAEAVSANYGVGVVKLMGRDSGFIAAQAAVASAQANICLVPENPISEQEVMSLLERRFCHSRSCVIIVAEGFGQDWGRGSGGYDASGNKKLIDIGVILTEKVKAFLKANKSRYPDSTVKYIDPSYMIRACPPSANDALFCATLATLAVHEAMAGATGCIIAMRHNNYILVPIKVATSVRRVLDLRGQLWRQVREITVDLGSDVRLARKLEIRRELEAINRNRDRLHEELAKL
#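 In TEA buffer at pH 8.0 with 5 mM MgCl2, enzyme (1.25 nM) converted F6P (0.5 mM) and ATP (0.1 mM) for 45 min at room temperature. ADP product was read by luciferase luminescence.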
# ELG1 repair inh: ELG1-dependent DNA repair inhibition. HEK293T ELG1-luciferase reporter, luminescence, 16 h; DNA damage induced by 5-fluorouridine. Potency, µM (series often up to 46.1 µM), inactives show top-dose activity change, negative = inhibition, actives largely listed as inhibitors. hit rate 2.3% among 330,000. AID 504467; further: potency means the concentration at half of the fitted maximal effect; on the % scale 0 is the no-effect control and ±100 the full control effect; nearly all actives have a fitted effect of over 55% in size
#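 HEK293T cells expressing luciferase-tagged ELG1 (2,000/well) received 5-Fluorouridine plus compound or DMSO for 16 hr at 37 °C. Luciferase was read by ONE-Glo luminescence after 30 min at room temperature.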
# Gal4-VP16 FLuc: Gal4-VP16 reporter inhibition counter-screen; hit rate 3.5% among 310,000; Drosophila S2 Gal4-VP16 UAS-luciferase, luminescence, 20 h; Potency, µM (series often up to 53.6 µM), for inactives: at the highest dose activity, negative = inhibition, actives largely listed as inhibitors;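 further: Gal4-VP16 expression switched on by copper sulfate through the metallothionein promoter; potency means the concentration at half of the fitted maximal effect; on the % scale 0 is the no-effect control and ±100 the full control effect; nearly all actives have a fitted effect of over 50% in size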
# BRCA1 expr up: activators of BRCA1 expression; MCF7-BRCA1-FFLuc reporter, luminescence, 48 h; response scale: scaled: vehicle 0%, 10 µM genistein 100%; Potency, µM (series often up to 46.1 µM), inactives show at the top dose activation, actives largely listed as activators; hit rate 1.1% among 380,000; AID 624202; further: potency means the concentration at half of the fitted maximal effect; nearly all actives have a fitted effect of over 80% in size; some results filed as inactive show a strong effect at the top dose
#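 Reporter cells (MCF7, BRCA1 promoter-firefly luciferase) received library compounds across a concentration series for 48 h. End-point luminescence was measured and concentration-effect curves derived after normalization.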
# TRPV1 agonist: agonists of human vanilloid receptor 1 (TRPV1) | activation, % at 8.33 µM | TRPV1-expressing cells, Fluo-8 calcium influx, agonist mode | Q8NER1 | hit rate 0.19% among 320,000; in the data active means activation above about 80%; inconclusive means between about 30% and that limit; further: 0% is about no effect
#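 TRPV1-expressing cells were cultured overnight at 35.5C and loaded with Fluo-8 calcium dye for 40 to 90 min at room temperature. After a 10 s baseline, compound was added and calcium influx was read kinetically for 3 min (ex 480/em 520 nm).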
# NPC1 prom act: activators of NPC1 promoter. Potency, µM (titrated, usually from 9.22 µM), for inactives: at the highest dose activation, most hits filed as activators. AID 485313. hit rate 2.4% among 320,000. Huh7 NPC1 promoter luciferase reporter, 24 h;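 further: potency means the concentration at half of the fitted maximal effect; % of control where 0% means no effect; nearly all actives have a fitted effect of over 60% in size; reporter is driven by a mutant NPC1 promoter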
#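 Stable NPC1-promoter luciferase Huh7 line; cpd (DMSO) 24 h, 37 °C, 5% CO2; Amplite luciferase reagent 10 min RT; luminescence readout. qHTS format.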
# FLuc modulator: counter-screen for miR-21 project: firefly luciferase inhibitors or activators. P08659. purified FLuc, Km substrates, luminescence inhibition. Potency, µM (doses to about 57.5 µM), for inactives: top-dose activity change, negative = inhibition, most hits filed as inhibitors. hit rate 6.9% among 360,000. AID 588342;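 further: potency means the concentration at half of the fitted maximal effect; plate controls were vehicle for no effect and reference inhibitor for full effect; nearly all actives have a fitted effect of over 55% in size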
# Target sequence (P08659 whole entry, looked up): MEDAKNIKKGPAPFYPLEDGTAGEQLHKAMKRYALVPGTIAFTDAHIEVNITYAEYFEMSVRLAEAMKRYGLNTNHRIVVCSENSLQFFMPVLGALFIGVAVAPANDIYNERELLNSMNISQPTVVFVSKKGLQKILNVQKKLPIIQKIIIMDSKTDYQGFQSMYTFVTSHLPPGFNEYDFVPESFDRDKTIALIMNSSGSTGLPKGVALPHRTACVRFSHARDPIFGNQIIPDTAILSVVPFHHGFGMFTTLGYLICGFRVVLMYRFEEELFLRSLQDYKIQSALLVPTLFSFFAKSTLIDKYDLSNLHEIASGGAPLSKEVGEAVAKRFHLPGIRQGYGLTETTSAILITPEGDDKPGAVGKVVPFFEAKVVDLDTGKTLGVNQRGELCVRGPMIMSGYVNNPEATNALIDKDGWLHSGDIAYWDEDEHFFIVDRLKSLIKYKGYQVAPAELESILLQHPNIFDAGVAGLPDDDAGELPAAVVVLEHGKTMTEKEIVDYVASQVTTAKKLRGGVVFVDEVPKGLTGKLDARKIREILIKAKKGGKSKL
#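 Biochemical qHTS of compounds, final roughly 60 µM downward over six points, against 10 nM purified firefly luciferase using Km concentrations of substrates (10 uM D-luciferin, 10 uM ATP) in Tris acetate pH 7.5 buffer; luminescence output.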
# ELG1 genotoxic: induces genotoxicity in HEK293T cells with luciferase-tagged ELG1 | Potency, µM (doses to about 46 µM), for inactives: at the highest dose activity change, positive = activation, hits mostly activators | hit rate 1.3% among 330,000 | HEK293T ELG1-luciferase reporter, luminescence, 16 h; further: potency means the concentration at half of the fitted maximal effect; % of control where 0% means no effect; nearly all actives have a fitted effect of over 60% in size
#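 16 hr compound incubation (37 °C, 5% CO2) of HEK293T cells carrying luciferase-tagged ELG1; luciferase then measured by ONE-Glo luminescence after 30 min at RT.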
# p53 reactivation: mutant p53 re-activation in reporter cells; hit rate 0.063% among 320,000; H1299 p53-A138V BP100-luciferase reporter, luminescence, 24 h; AID 504706; Potency, µM (top dose mostly 92.2 µM), inactives show at the highest dose activity change, positive = activation, most hits filed as activators; further: potency means the concentration at half of the fitted maximal effect; % of control where 0% means no effect; nearly all actives have a fitted effect of over 45% in size
#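 H1299 (p53-null), stable ts p53-A138V + BP100-Luc; 1000 cells/well, Opti-MEM/10% FBS; cpd 4 pt, 1:5; 24 h, 37 deg C, 5% CO2; detection reagent 10 min RT; luminescence.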
# Rab9 prom act: activators of Rab9 promoter | AID 485297 | hit rate 2.8% among 320,000 | Huh7 Rab9 promoter-luciferase reporter, luminescence, 24 h | Potency, µM (doses to about 9.22 µM), without a hit: at the top dose activation, negative = inhibition, most hits filed as activators; further: potency means the concentration at half of the fitted maximal effect; % of control where 0% means no effect; nearly all actives have a fitted effect of over 60% in size
#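 Cell-based reporter: Huh7 stable for Rab9 promoter-driven luciferase, plated in reduced-serum medium with 10% FBS at 1500 cells/well, compound-treated 24 h at 37 °C, luminescence read after 10 min reagent.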
# The depositor's hits bear a star; ? = inconclusive; · = no result given; [ ] = remark or other dose. Unless noted, the call rests on the fitted dose curve; in most records, active means well fitted curve in the direction sought with a large enough effect; inconclusive means small, poorly fitted or top-dose-only effect, or another doubt; inactive means no such curve, though single readings can be large; an effect the other way counts as inactive or inconclusive.
SMILES	RORg inh	Tb PFK inh	ELG1 repair inh	Gal4-VP16 FLuc	BRCA1 expr up	TRPV1 agonist	NPC1 prom act	FLuc modulator	ELG1 genotoxic	p53 reactivation	Rab9 prom act
O=C(CC(=O)N/N=C/c1cccs1)NCc1ccccc1	10.8%	-0.4%	1.5%	2.8%	1.6%	-2.5	-0.4%	-7.0%	-8.8%	2.3%	-0.3%
Nc1nnc(SCC(=O)Nc2ccc(S(=O)(=O)N3CCOCC3)cc2)s1	21.0%	0.6%	2.0%	-1.5%	-14.3%	-0.3	-4.5%	3.8%	-2.6%	-1.4%	-5.4%
CCOc1cc(C(=O)Nc2ccc(C)cc2C)ccc1OCC(=O)N1CCCCC1	3.9%	-0.3%	-0.1%	5.0%	-8.3%	0.2	1.0%	0.6%	1.0%	-3.4%	-9.3%
C=CCn1cccc(C(=O)Nc2ccc(OC)cc2)c1=O	11.0%	-2.8%	?	-4.1%	76.3%	?	?	?	12.3%	11.4%	?
O=C(Cc1ccc(NS(=O)(=O)c2ccc(F)cc2)cc1)NCc1ccccc1	25.5%	-4.2%	?	10.0%	-24.1%	-1.6	-1.6%	?	-13.4%	-0.2%	1.7%
CCC/C=N/Nc1nc2ccccc2s1	11.2µM*	1.9%	?	?	56.8%	3.3	3.55µM*	3.38µM*	?	4.8%	2.82µM*
Cc1ccnc(NS(=O)(=O)c2ccc(Oc3ccccc3)cc2)c1	0.0%	4.4%	?	-4.0%	-0.9%[1.84 µM]	13.3	-2.3%	1.2%	-0.5%	-2.7%	-1.9%
CC1(C)NC(=O)N(CCOCCOc2cccc(Oc3ccccc3)c2)C1=O	?	2.7%	-18.4%	-16.8%	-24.0%	18.0	-0.7%	-11.9%	-2.0%	-2.9%	-5.0%
Cc1ccccc1NC(=S)c1ccc2ccccc2n1	?	-13.6%	?	6.31µM*	-10.9%	-1.6	23.0%	13.5µM*	?	?	-1.6%
O=C(O)CSCC(=O)Nc1cccc2ccccc12	3.0%	0.1%	9.6%	-3.2%	0.2%	1.1	5.3%	0.1%	-0.3%	-1.4%	15.7%
Cc1c(CCOC(=O)c2cc([N+](=O)[O-])cc([N+](=O)[O-])c2)sc[n+]1CCCCS(=O)(=O)[O-]	-3.6%	-1.3%	-4.5%	-7.2%	-1.3%	1.1	0.0%	-2.1%	-1.3%	0.4%	3.2%
O=C(NCC1CCN(Cc2ccc(F)cc2)CC1)Nc1cc(F)ccc1F	-0.1%	-23.9%	-2.9%	1.8%	-13.0%	17.3	10.2%	1.1%	-0.6%	-3.8%	-5.3%
CCOC(=O)Cc1cc(=O)[nH]c(/N=C(\N)Nc2ccc(C)cc2C)n1	22.4%	1.5%	-24.2%	-7.1%	-29.9%	9.7	5.6%	-1.0%	-4.9%	-2.7%	0.6%
COc1ccc(N2CCC(CNC(=O)Nc3ccc(OC)cc3OC)C2)cc1 (configuration not stated)	0.4%	1.4%	-21.5%	-0.7%	1.8%	25.0	-4.2%	-0.6%	-5.3%	4.9%	0.9%
CCCC[n+]1ccn(-c2nc3ccccc3nc2[N-]S(=O)(=O)c2ccc(Cl)cc2)c1	14.0%	-8.0%	11.8%	-20.9%	-10.0%	1.1	-0.7%	1.0%	1.6%	0.9%	-11.6%
CCCCNc1c(-c2ccc(-c3cccc(Cl)c3)cc2)nc2ccc(Cl)cn12	·	1.2%	?	·	-15.2%	·	·	·	7.2%	?	·
Clc1nc(-c2cccnc2)nc2scc(-c3ccccc3)c12	?	-0.8%	?	9.1%	-34.2%	22.9	?	12µM*	?	16.4%	27.6%
O=C1c2ccccc2C(=O)N1Cc1nn2c(-c3ccc(Cl)cc3)nnc2s1	13.0%	2.7%	-13.6%	-2.7%	10.1%	5.2	0.0%	3.7%	-2.3%	-5.3%	-2.9%
O=C(c1cccc(S(=O)(=O)N2CCOCC2)c1)N1CCCC1	4.1%	0.4%	6.0%	-12.9%	0.3%	-6.1	-3.3%	0.1%	-0.9%	9.8%	-3.1%
Cc1nn(CC(=O)c2ccccc2)c(=O)c2nn(-c3ccccc3F)c(C)c12	?	0.4%	-7.9%	-20.4%	1.5%	1.1	-0.7%	-1.3%	-0.3%	-4.1%	2.0%
N#CC1(NC(=O)CSc2nnc(Nc3ccccc3F)s2)CCCC1	·	1.0%	?	·	19.9%	-1.9	0.6%	?	-0.3%	?	15.4%
CCc1ccc(OCC(=O)N2CCN=C2c2ccccc2)cc1	-9.1%	1.0%	15.6%	-1.6%	1.6%	9.3	0.0%	-10.5%	-1.7%	2.6%	1.4%
COc1ccc(S(=O)(=O)N(CC(=O)Nc2cccnc2)c2ccccc2OC)cc1	6.8%	6.3%	?	6.8%	-28.5%	-2.9	-1.2%	1.2%	-8.4%	-5.1%	0.4%
Cc1[nH]n(-c2ccccc2)c(=O)c1C=NCc1ccco1	-35.2%	5.8%	?	5.7%	·	1.4	3.55µM*	9.53µM*	16.4µM*	0.2%	1.78µM*
COc1ccccc1NC(=O)c1ccc2snnc2c1	3.6%	1.8%	19.8%	2.8%	33.9%	5.4	0.2%	-13.1%	9.5%	-0.9%	10.4%
Cc1ccc(C(=O)CSc2nnc(-c3ccccc3)o2)cc1	19.4%	-0.3%	17.1%	-14.4%	29.5%	19.1	-5.5%	2.6%	16.6%	5.9%	0.8%
Cc1ccc(C2NS(=O)(=O)N=C2N)cc1 (configuration not stated)	-3.0%	-4.1%	-0.3%	-7.6%	8.1%	-0.9	-1.3%	-0.7%	-0.2%	-2.6%	2.1%
Cc1cc(C)cc(C(=O)NC(CC(N)=O)c2ccc(N3CCN(C)CC3)c([N+](=O)[O-])c2)c1 (configuration not stated)	-12.8%	5.0%	0.4%	-3.8%	0.9%	2.4	-4.3%	2.7%	0.6%	4.0%	-0.7%
O=C(COC(=O)CCC(=O)c1cccs1)Nc1ccc(Cl)cn1	23.0%	1.5%	5.0%	-2.4%	-7.5%	-4.6	-0.3%	-10.1%	-2.0%	5.8%	-2.5%
CCN(CC)CCn1nc2c3c(cccc3c1=O)-c1ccccc1-2	-9.9%	-18.6%	?	-6.1%	-69.4%	4.9	-34.0%[inhibitor]	-2.1%	-15.5%	-4.1%	-50.8%[inhibitor]
O=C(N1CCOCC1)C12CC3CC(C1)CC(C(=O)N1CCOCC1)(C3)C2	-1.6%	-0.2%	0.9%	-8.6%	1.7%	2.9	-3.5%	4.5%	-1.1%	-4.2%	8.8%
C=CCSc1ncccc1C(=O)NCCc1ccc(Cl)cc1	23.2%	-5.1%	-6.4%	-3.3%	-22.0%	10.6	-2.1%	0.5%	-2.0%	-3.6%	-2.6%
O=C(Nc1ccccc1N1CCOCC1)c1ccc(F)c(S(=O)(=O)N2CCOCC2)c1	·	0.1%	-8.0%	·	2.7%	-3.3	-1.4%	3.1%	-1.2%	-3.8%	4.5%
Cc1ccc(NC(=O)CN2C(=O)NC(Cc3ccccc3)C2=O)c(Br)c1 (configuration not stated)	-0.8%	0.6%	-6.0%	-18.1%	-14.8%	4.3	1.2%	-0.2%	8.1%	3.1%	-8.1%
COC(=O)c1nc(NC(=O)c2ccc(Cl)cc2)n[nH]1	11.9%	-1.4%	2.0%	-1.1%	-1.2%	-2.9	0.5%	-3.2%	-0.5%	-0.8%	-2.5%
CCC1=NNc2cccc3c(OC)ccc1c23	-1.2%	28.1%	?	-17.9%	·	-1.5	-0.6%	-1.0%	-5.1%	-3.0%	0.0%
CCCCNC(=O)CCn1nc(-c2ccc(C)cc2)c2ccccc2c1=O	14.8%	-0.8%	-18.0%	-4.1%	-1.2%	24.0	-2.0%	-1.6%	-5.1%	-1.1%	-3.6%
COc1ccccc1-c1coc2c(CN3C(C)CCCC3C)c(O)ccc2c1=O (configuration not stated)	13.6%	0.3%	-1.1%	3.7%	24.3%	-4.7	-1.8%	0.1%	3.7%	-1.8%	-5.3%
CCCCNC(=O)N1CCN(c2ccccc2OC)CC1	3.1%	-4.0%	8.4%	-7.8%	4.4%	-2.2	1.6%	3.2%	1.1%	0.9%	0.8%
COC(=O)c1nn(-c2ccccc2)c(-c2ccccc2)c1C(=O)c1ccccc1	10.9%	1.7%	-6.7%	-3.6%	-21.5%	·	-0.7%	-1.3%	-0.3%	2.0%	-4.0%
COc1ccc(-n2c(SCC(=O)Nc3cc(C)on3)nc3c([nH]c4ccccc43)c2=O)cc1OC	15.8%	0.1%	?	-2.6%	-37.0%	-7.0	2.9%	-3.2%	-1.4%	-6.4%	-1.1%
